cardiac RTF act: increases calcium sensitivity of human cardiac regulated thin filaments. IANBD-labeled TnC RTF fluorescence at EC20 calcium; 0% EC20 calcium, 100% full calcium. 340,000 compounds, 0.24% hits. activation, % at 7.2 µM. P19429+P45379;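 active = activation above the mean over all tested compounds plus 3 SD, cut at about 30% in these data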;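 note: rise in fluorescence read as greater calcium sensitivity of cardiac thin filaments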
RTF Ca sens inh: cardiac RTF calcium desensitization. IANBD-labeled cardiac RTF, Ca2+ fluorescence. P19429+P45379. 340,000 compounds, 0.12% hits. inhibition, % at 7.15 µM;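 active = inhibition above the mean inhibition of all tested compounds plus 3 SD, cut at about 17% in these data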;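 note: assay run at fixed EC70 calcium of 1.6 mM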
SR-BI uptake up: activators of SR-BI mediated HDL lipid uptake | CHO ldlA[mSR-BI] cells, DiI-HDL uptake fluorescence, 3 h; 100 = double the neutral-control signal | 320,000 compounds, 0.096% hits | AID 504775 | activation, % at 12.5 µM;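 active = mean replicate activation of at least 60% and every replicate at or above 60%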;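 note: 0% = median plate neutral-control signal and 100% = twice that signal; values of inactives mirror those of a sister screen read the other way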
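Material: SR-BI-overexpressing, LDLR-lacking CHO cells; schedule: compound exposure 3 h, 37 °C; reagent: DiI-labelled HDL at 10 µg/mL final; technique: bottom-read fluorescence, 550/595 nm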
CAL PDZ FP-1: inhibitors of human CAL PDZ peptide binding. 330,000 compounds, 0.02% hits. inhibition, % at 20 µM. Q9HD26. purified CAL PDZ, TMR-peptide fluorescence polarization, 1 h. AID 504414;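 active = highest replicate inhibition of at least 40%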;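 note: plate controls were DMSO neutral control wells for no effect and unlabeled competitor peptide control wells for full effect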
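System: purified tagged CAL PDZ domain construct (CerCALP). Schedule: 1 h incubation at room temperature before polarization reading. Medium: 25 mM sodium phosphate pH 7.4, 150 mM NaCl, TCEP, IgG, Thesit. Read-out: percent inhibition from loss of millipolarization. Measured by: FP readout, S and P plane fluorescence. Probe or stimulus: fluorescent TMR peptide probe.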
Rtt109 HAT inh: inhibitors of Candida albicans Rtt109/Vps75 histone acetyltransferase; inhibition, % at 34.9 µM; 330,000 compounds, 0.16% hits; Q5AAJ8; AID 540336; purified Rtt109/Vps75, ThioGlo CoA-SH fluorescence, 4 h;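 active = inhibition of at least 50% in every replicate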
DAGLB inhibitor: diacylglycerol lipase beta (human) inhibition; Q8NCG7; HEK293T DAGLB membrane lysate, EnzChek fluorogenic substrate; inhibition, % at 5.17 µM; 340,000 compounds, 0.059% hits; AID 504411; in the data active = inhibition above about 34%;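 note: 0% = enzyme with vehicle and 100% = wells lacking enzyme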
Target sequence (Q8NCG7 whole entry, looked up): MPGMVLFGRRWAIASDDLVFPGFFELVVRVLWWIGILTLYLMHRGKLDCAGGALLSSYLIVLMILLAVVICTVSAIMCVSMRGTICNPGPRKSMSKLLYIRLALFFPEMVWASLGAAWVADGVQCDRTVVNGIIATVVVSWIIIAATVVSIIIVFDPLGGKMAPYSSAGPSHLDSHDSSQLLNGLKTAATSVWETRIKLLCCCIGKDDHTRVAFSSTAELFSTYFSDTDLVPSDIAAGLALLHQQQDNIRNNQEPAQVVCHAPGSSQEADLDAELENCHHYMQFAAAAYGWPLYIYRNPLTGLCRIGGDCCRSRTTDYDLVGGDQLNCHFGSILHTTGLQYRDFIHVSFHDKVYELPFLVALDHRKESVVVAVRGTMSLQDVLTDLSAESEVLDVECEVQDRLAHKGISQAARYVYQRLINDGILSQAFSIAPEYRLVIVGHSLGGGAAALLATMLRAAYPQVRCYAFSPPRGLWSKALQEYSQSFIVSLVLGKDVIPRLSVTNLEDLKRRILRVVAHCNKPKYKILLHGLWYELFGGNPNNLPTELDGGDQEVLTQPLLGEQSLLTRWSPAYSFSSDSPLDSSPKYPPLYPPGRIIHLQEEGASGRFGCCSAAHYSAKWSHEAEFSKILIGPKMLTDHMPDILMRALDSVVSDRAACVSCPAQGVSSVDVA
PKA-R2B act: PKA-R2B complex activation. 340,000 compounds, 0.079% hits. activation, % at 11.4 µM. PKA-R2B holoenzyme dissociation, Cy5-IP20 fluorescence polarization; R2B truncated from residue 108, S112A mutant; 0% DMSO only, 100% 113 µM cGMP. AID 504700;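 active = activation above a cutoff set at the mean over all compounds plus 3 SD, cut at about 18% in these data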;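 note: higher means more holoenzyme dissociation and a rise in polarization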
C-LANA FP: inhibitors of KSHV LANA C-terminal domain DNA binding; MBP-C-LANA/FAM-LBS DNA binding, fluorescence polarization; 340,000 compounds, 0.078% hits; inhibition, % at 9 µM; AID 504423;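 active = highest replicate inhibition at or above 60% at 9 µM, even if other replicates fall short; inactive = all replicates below 60% inhibition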;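 note: 0% = neutral control wells and 100% = 4 µM acridine orange control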
Keap1 Nrf2 FP: Keap1-Nrf2 (human) interaction inhibition; 340,000 compounds, 0.15% hits; inhibition, % at 9.4 µM; Q14145; Keap1 Kelch-Nrf2 peptide fluorescence polarization, 1536-well; AID 504523; in the data active = inhibition above about 12%;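 note: human Keap1 Kelch domain with fluorescein labeled Nrf2 9mer peptide probe; 0% = neutral control wells and 100% = peptide positive control; higher means more block of Keap1 binding to Nrf2 peptide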
CAL PDZ FP-2: blocks peptide binding to the human CAL PDZ domain. AID 602252. 300,000 compounds, 0.92% hits. purified CAL PDZ, TMR-peptide fluorescence polarization, 1 h. inhibition, % at 24.9 µM;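 active = mean inhibition of at least 30% with at least half of replicates also reaching 30%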;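 note: 0% = DMSO neutral control and 100% = excess unlabeled competitor peptide PRC23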
Numbers without * were called inactive; nt = not tested or not shown.

SMILES	cardiac RTF act	RTF Ca sens inh	SR-BI uptake up	CAL PDZ FP-1	Rtt109 HAT inh	DAGLB inhibitor	PKA-R2B act	C-LANA FP	Keap1 Nrf2 FP	CAL PDZ FP-2
O=C(c1ccc(F)cc1)c1c[nH]c(C(=O)NCc2ccco2)c1	0	-7	-14	-1.1	-6	2	-5	0.3	1	-31
Cn1c(CNC(=O)CCNC(=O)c2ccc(F)c(F)c2)cc(=O)n(C)c1=O	-2	-5	32	-3.0	11	-2	-4	0.3	0	-4
Cc1c(C(=O)N2CCNCC2)oc2ccccc12	1	-5	27	-0.7	nt	-3	3	0.5	4	5
COc1ccc(C(=S)N2CCOCC2)cc1OC(=O)c1ccccc1Cl	-7	2	8	-3.1	0	-3	6	0.6	-3	-3
CC(=O)N1c2ccc(S(=O)(=O)N3CCC(C(=O)Nc4cccc(C)n4)CC3)cc2CC1C (centres undefined)	-6	-1	-26	-0.4	7	-2	-10	0.0	1	nt
CCSc1nnc(SCC(=O)Nc2cc(C)on2)s1	-3	4	33	0.3	13	-2	0	-2.5	8	0
CCCCC(=O)NC(=S)NNC(=O)CC#N	-2	1	10	-2.7	-1	-1	-8	0.1	-1	-1
O=C(O)c1cc(-c2ccccc2Cl)n(-c2ccccc2)n1	-4	-4	6	-0.5	-8	-1	8	3.3	3	3
CC(C)C[C@H]1CNC(=S)N1CC1CCCN1C[C@H](Cc1ccccc1)N1C[C@H](Cc2ccc(O)cc2)N(CC2CCCCC2)C1=S (some centres undefined)	1	-4	37	1.3	-7	-8	-4	1.8	3	-2
O=[N+]([O-])c1ccccc1S(=O)(=O)N1CCSCC1	3	1	-7	1.5	-6	0	1	0.2	-3	-2
COc1ccc(C2CCCN2CC(O)COc2ccccc2C(C)C)cc1 (centres undefined)	-3	-14	nt	-1.9	1	-3	7	-1.6	-8	-3
CC(C)(C)NC(=O)C1CC1(c1ccccc1)c1ccccc1 (centres undefined)	7	-4	-9	nt	1	-3	1	0.3	1	46*
Cn1ncc(Cl)c1C(=O)N1CCN(c2cccc(Cl)c2)CC1	-7	10	2	-2.8	0	1	-4	0.5	-5	-2
C=CCOc1ccc(C(=O)/C=C2/C(=O)Nc3ccccc32)cc1	5	-9	-10	0.8	-4	5	-7	-1.6	-8	-6
COC(=O)c1ccc(/C=N/N2CCN(Cc3ccc(C)cc3C)CC2)cc1	-8	-12	-5	0.1	7	-5	0	-0.1	-3	-1

Structural class, the compounds so far with an aryl methoxy group.
SMILES	cardiac RTF act	RTF Ca sens inh	SR-BI uptake up	CAL PDZ FP-1	Rtt109 HAT inh	DAGLB inhibitor	PKA-R2B act	C-LANA FP	Keap1 Nrf2 FP	CAL PDZ FP-2
COc1ccc(C(=S)N2CCOCC2)cc1OC(=O)c1ccccc1Cl	-7	2	8	-3.1	0	-3	6	0.6	-3	-3
COc1ccc(C2CCCN2CC(O)COc2ccccc2C(C)C)cc1 (centres undefined)	-3	-14	nt	-1.9	1	-3	7	-1.6	-8	-3

Remaining list, next part
SMILES	cardiac RTF act	RTF Ca sens inh	SR-BI uptake up	CAL PDZ FP-1	Rtt109 HAT inh	DAGLB inhibitor	PKA-R2B act	C-LANA FP	Keap1 Nrf2 FP	CAL PDZ FP-2
COC(=O)C1=C(C)N(Cc2ccccc2)C(=NCCCOC(C)C)N[C@H]1c1ccccc1	4	2	1	-0.5	7	5	-1	2.2	-4	-4
C=C(C)C1CC=C(C)/C(=N/NC(=O)COc2cccc3ccccc23)C1 (centres undefined)	0	-7	15	-0.6	0	-1	5	0.4	-2	-3
CCN(CC)C(=O)c1ccc(-c2cccs2)s1	4	-6	-10	-0.3	-7	-2	-1	-0.5	0	-2
Clc1ccc(CNCc2cccs2)c(Cl)c1	10	2	0	-2.8	-1	-7	0	-1.3	-4	-2
Cc1ccccc1N(CC(=O)Nc1ccc(F)cc1)S(C)(=O)=O	2	-2	-7	0.0	0	0	-6	-0.2	-2	nt
COc1ccccc1NC(=O)CN1CCN(CC(=O)Nc2ccc(F)cc2F)CC1	-4	2	-1	-0.2	9	1	-2	3.4	2	4
CCOc1ccc2nc(NC(=O)NC3CCCCC3)sc2c1	0	-2	-44	-1.1	-2	-5	-2	-0.7	2	-3
Cc1ccccc1C(=O)NC(=S)NC1CCS(=O)(=O)C1 (centres undefined)	0	-1	7	-1.2	-2	1	6	-0.9	0	-4
Cc1ccc(C(c2nnnn2CC2CCCO2)N2CCN(Cc3ccccc3)CC2)cc1 (centres undefined)	2	-3	2	-0.4	-7	2	-5	0.1	0	2
CCNC(=O)C1CC(=O)N(Cc2ccc3c(c2)OCO3)C(=Nc2ccc(F)cc2)S1 (centres undefined)	-2	-5	11	-0.7	3	-1	-11	0.0	3	-2
CCN(CC1CCCN(CCc2cccc(OC)c2)C1)C(=O)c1ccc(COC)o1 (centres undefined)	1	-2	16	-3.2	-6	-1	-2	-0.2	-2	-4
O=[N+]([O-])c1ccc(COc2ccc(CN3CCCCC3)cc2)cc1	0	5	20	0.8	3	-1	-3	-1.0	2	-1
Cc1nc2nc(-c3ccccc3)[nH]n2c(=O)c1C	1	-13	-6	-2.0	-8	2	-14	-1.1	-1	0
COCCn1c(SCc2cc(C(C)=O)ccc2OC)nc2cc(Cl)ccc2c1=O	6	-2	1	-2.4	-4	-2	-8	2.1	-2	-6
O=C(Nc1c2c(nn1-c1ccc(F)cc1)CS(=O)(=O)C2)C12CC3CC(CC(C3)C1)C2	-3	-7	6	-2.6	-7	2	15	0.2	1	nt

Other compounds:
mol	cardiac RTF act	RTF Ca sens inh	SR-BI uptake up	CAL PDZ FP-1	Rtt109 HAT inh	DAGLB inhibitor	PKA-R2B act	C-LANA FP	Keap1 Nrf2 FP	CAL PDZ FP-2
Cn1c(=O)[nH]c(=O)c2c1nc(N1CCNCC1)n2Cc1ccccc1	1	-2	-3	0.3	-3	-2	-9	-0.7	2	3
O=C(CC1SC(=Nc2ccccc2)N(CCCCO)C1=O)NCc1ccccc1 (centres undefined)	4	-5	-5	-0.9	-2	-2	-2	-0.7	1	-4
CN(C)/C=C/C(=O)/C=C/c1ccc(Cl)cc1	0	8	-7	nt	-2	7	2	-0.9	-2	1
Fc1ccc(CNC(=S)Nc2ccc(Cl)cc2Cl)cc1	-4	-1	-11	-0.6	11	-3	-4	-0.5	-1	0
CCCN(CCC(=O)Nc1cc(OC)cc(OC)c1)CC1CC1	1	-13	36	nt	9	1	-8	2.2	-4	-6
COCc1nnc(NC(=O)CS(=O)(=O)c2ccc(C)cc2)s1	-4	-10	nt	-2.5	-2	-1	2	0.2	-8	-7
Cc1ccc(-c2c3c(nc4sc(C(N)=O)c(N)c24)CCCC3)o1	3	3	-16	0.2	26	3	-15	0.1	-1	-1
Cc1ccc(C(=O)NCC(C)(C)O)cc1	-1	-4	-5	0.1	-7	-1	-6	-1.3	2	-4
COc1ccc(C)cc1NC(=O)C(Sc1nnc2ccccn12)c1ccccc1 (centres undefined)	-2	6	-34	-1.2	6	-1	-7	1.5	-2	-8
CCOc1ccc(C(=O)N2CCN(c3cccc(C)c3C)CC2)cc1	-2	2	-14	-1.3	7	-7	7	-0.8	3	1
CCc1ccccc1NC(=O)CNCC(=O)Nc1ccccc1CC	-5	-7	4	-0.3	3	-2	3	0.5	5	0
COCC(=O)Nc1nc2n(n1)C(c1ccc(Cl)cc1)CC(c1ccc(OC)cc1)N2 (centres undefined)	6	-11	-74	-1.8	-80	0	5	3.9	0	-1

In the list so far, these have a nitro group on carbon.
mol	cardiac RTF act	RTF Ca sens inh	SR-BI uptake up	CAL PDZ FP-1	Rtt109 HAT inh	DAGLB inhibitor	PKA-R2B act	C-LANA FP	Keap1 Nrf2 FP	CAL PDZ FP-2
O=[N+]([O-])c1ccccc1S(=O)(=O)N1CCSCC1	3	1	-7	1.5	-6	0	1	0.2	-3	-2
O=[N+]([O-])c1ccc(COc2ccc(CN3CCCCC3)cc2)cc1	0	5	20	0.8	3	-1	-3	-1.0	2	-1

The list continues.
mol	cardiac RTF act	RTF Ca sens inh	SR-BI uptake up	CAL PDZ FP-1	Rtt109 HAT inh	DAGLB inhibitor	PKA-R2B act	C-LANA FP	Keap1 Nrf2 FP	CAL PDZ FP-2
O=C1c2cccc3cc([N+](=O)[O-])cc(c23)C(=O)N1/N=C/c1ccc(O)cc1O	4	-9	nt	-1.9	-11	1	15	-0.6	-1	-6
O=c1oc(-c2ccccc2)c(-c2ccccc2)c2ccccc12	-2	0	1	0.4	5	-2	-5	-0.8	0	-2
O=[N+]([O-])c1ccc(/C=C/C2=NN(c3ccccc3)C(c3ccco3)C2)cc1 (centres undefined)	25	-78	-41	-0.4	0	-1	-2	-0.9	-22	0
CC(C)(C)S(=O)(=O)c1cnc2c(-c3ccsc3)cnn2c1N	-5	0	-1	0.4	4	-1	4	3.4	-6	48*
Cc1csc(NC(=O)CSc2nnc(-c3ccoc3C)n2Cc2ccco2)n1	-1	-4	17	-3.6	9	3	-6	1.1	-1	2
CCOC(=O)c1[nH]c2ccc(F)cc2c1NC(=O)CCN1CCSCC1	-4	0	19	-1.6	-2	0	-13	0.3	3	-2

Not a hit list. Share with any hit: about 1.6%.
